Wnt act – activates Wnt/beta-catenin signaling in a reporter cell assay; activator, plate reader; activation, % at 9.35 µM; hit rate 1.2% among 300,000; in the data active = activation above about 30%, passing the limit was not always enough;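 also: 0% = neutral control wells and 100% = positive control wells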
CAL PDZ FP-1 – human CAL PDZ-peptide interaction inhibition; Q9HD26; purified CAL PDZ, TMR-peptide fluorescence polarization, 1 h; inhibition, % at 20 µM; hit rate 0.02% among 330,000; AID 504414;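 active = highest replicate inhibition of at least 40%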;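 also: plate controls were DMSO neutral control wells for no effect and unlabeled competitor peptide control wells for full effect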
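Test system: tagged CAL PDZ domain / Buffer or medium: sodium phosphate/NaCl buffer pH 7.4 with TCEP, IgG, Thesit / Reagent: TMR-labelled reporter peptide T*-PRC34 bound in PDZ groove / Compound dosing: single point, 20 µM / Schedule: 1 h incubation at room temperature before polarization reading / Technique: fluorescence polarization (mP) / Benchmarks: unlabelled peptide, DMSO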
CAL PDZ FP-2 – inhibitors of human CAL PDZ peptide binding | purified CAL PDZ, TMR-peptide fluorescence polarization, 1 h | inhibition, % at 24.9 µM | Q9HD26 | hit rate 0.92% among 300,000 | AID 602252;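 active = mean inhibition of at least 30% with at least half of replicates also reaching 30%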;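 also: 0% = DMSO neutral control and 100% = excess unlabeled competitor peptide PRC23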
E coli growth – reduces bacterial viability in AddAB counter-screen | E. coli V3065 growth, OD600 absorbance, 18 h | hit rate 0.27% among 330,000 | inhibition, % at 11.9 µM | AID 449728;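 active = inhibition above the campaign's mean inhibition across all tested compounds plus 3 SD, cut at about 9.9% in these data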;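 also: uninfected addAB+ strain grown without phage in ampicillin broth; 0% = DMSO wells and 100% = ciprofloxacin 0.95 µg/ml wells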
phage Ecoli inh – E. coli growth loss with phage present | growth absorbance | inhibition, % at 11.9 µM | hit rate 0.26% among 360,000; in the data active = inhibition above about 11%
SR-BI DiI inh – mouse SR-BI HDL lipid transfer inhibition; hit rate 0.96% among 320,000; inhibition, % at 12.5 µM; ldlA[mSR-BI] CHO cells, DiI-HDL uptake fluorescence, 3 h;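 active = mean replicate inhibition of at least 70% and a set share of replicates each scoring 70 or more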;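 also: 0% = median of neutral control wells and 100% = median of positive control wells; values of inactives mirror those of a sister screen read the other way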
Target sequence (Q61009 whole entry, looked up): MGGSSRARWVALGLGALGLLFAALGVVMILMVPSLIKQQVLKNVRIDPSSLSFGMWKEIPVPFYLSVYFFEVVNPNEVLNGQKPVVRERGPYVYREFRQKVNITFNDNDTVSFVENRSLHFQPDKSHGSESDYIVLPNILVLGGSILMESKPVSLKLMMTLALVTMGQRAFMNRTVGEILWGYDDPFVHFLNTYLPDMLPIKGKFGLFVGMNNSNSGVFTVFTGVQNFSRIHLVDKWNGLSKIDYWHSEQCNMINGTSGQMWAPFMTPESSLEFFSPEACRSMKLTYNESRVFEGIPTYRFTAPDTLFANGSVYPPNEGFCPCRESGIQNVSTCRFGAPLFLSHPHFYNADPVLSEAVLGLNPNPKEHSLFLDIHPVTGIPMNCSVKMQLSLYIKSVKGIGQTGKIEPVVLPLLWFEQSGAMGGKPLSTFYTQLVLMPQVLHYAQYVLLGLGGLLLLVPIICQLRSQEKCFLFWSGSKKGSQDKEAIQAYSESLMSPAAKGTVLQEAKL
MITF TRPM1 HTS – activators of MITF-driven TRPM1 promoter activity in SK-MEL-5 cells | SK-MEL-5 TRPM1-promoter luciferase, 24 h; % of positive control, neutral wells = 0 | activation, % at 12.5 µM | hit rate 0.75% among 300,000 | AID 588334;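 active = mean activation of at least 80% with every replicate also reaching 80%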;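 also: 0% = neutral control wells and 100% = parthenolide positive control wells; values of inactives mirror those of a sister screen read the other way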
SR-BI DiI-HDL act – enhances SR-BI lipid uptake from DiI-HDL. CHO ldlA[mSR-BI] cells, DiI-HDL uptake fluorescence, 3 h; 100 = double the neutral-control signal. activation, % at 12.5 µM. hit rate 0.096% among 320,000. AID 504775;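 active = mean replicate activation of at least 60% and every replicate at or above 60%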;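 also: 0% = median plate neutral-control signal and 100% = twice that signal; values of inactives mirror those of a sister screen read the other way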
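Material – SR-BI-overexpressing, LDLR-lacking CHO cells · Medium – BSA-supplemented, HEPES-buffered Ham's F12, pH 7.4 · Doses – single concentration · Times – compound with DiI-HDL co-incubation, 3 h at 37 °C · Measured by – bottom-read fluorescence, 550/595 nm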
AddAB inh – less growth of phage-infected E. coli with AddAB | E. coli expressing H. pylori AddAB, absorbance growth | inhibition, % at 11.9 µM | hit rate 0.29% among 330,000; in the data active = inhibition above about 12%;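 also: 0% = vehicle wells of infected cells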
Tat transport – inhibitors of E. coli Tat protein transport; E. coli MC4100 TorA-mCherry Tat export, fluorescence; inhibition, % at 10 µM; AID 488895; hit rate 0.036% among 340,000;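 active = mean replicate inhibition at least 50% and at least half of replicates individually reaching 50%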;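 also: exported cargo escapes ClpAP degradation while cytoplasmic cargo is degraded and loses fluorescence; 0% = median of neutral control wells and 100% = median of NaSCN control wells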
The depositor's hits bear a star; . = not tested or not shown.

1) Cc1sc2nc(CN3CCCCC3)nc(Cl)c2c1C
2) Cc1ccccc1CC1(CO)CCCN(Cc2ccc3c(c2)OCCO3)C1 (centres undefined)
3) COc1cccc(/C=N/NC(=O)c2nc(-c3ccccc3)cc(-c3ccccc3)n2)c1O
4) COC(=O)c1ccc(NC(=O)CCn2cccc2)cc1
5) CC(C)CN(C(=O)c1cccs1)C1CCS(=O)(=O)C1 (centres undefined)
6) Cc1noc(C)c1COc1ccccc1C(=O)N1CCN(S(=O)(=O)c2ccccc2Br)CC1
7) O=C(NNC(=S)NC(=O)c1ccccc1)c1cccc([N+](=O)[O-])c1
8) CCOc1ccc(/C=N/OCC(=O)Nc2cc(S(=O)(=O)N3CCOCC3)ccc2OC)cc1
screen / no.	1	2	3	4	5	6	7	8
SR-BI DiI inh	-8.8	2.0	106.0*	-21.2	9.3	-14.2	9.3	46.1
MITF TRPM1 HTS	-0.6	-11.3	-13.9	5.0	1.8	.	9.4	-5.3
CAL PDZ FP-1	-0.9	-0.8	-2.9	.	0.0	0.0	-1.5	.
Tat transport	1.6	0.9	-10.5	16.1	-2.4	4.5	6.7	6.3
SR-BI DiI-HDL act	8.8	-2.0	-106.0	21.2	-9.3	14.2	-9.3	-46.1
E coli growth	-2.9	0.6	0.2	1.3	.	.	-3.5	0.6
CAL PDZ FP-2	-1.5	-3.0	-7.9	-6.3	.	-8.2	0.4	46.7*
phage Ecoli inh	3.0	0.7	2.6	3.0	0.5	-0.8	-6.7	2.5
Wnt act	.	-0.3	-8.3	.	1.8	-8.7	3.6	-6.4
AddAB inh	-1.8	5.5	5.3	3.1	.	.	-3.5	0.6

9) Cc1ccc(C(=O)Nc2nc3ccc(Cl)cc3s2)o1
10) CCCNC(=O)CS(=O)(=O)Cc1nc(-c2ccccc2C)oc1C
11) O=C(O)C1CC(=O)N(Cc2ccccc2)C1 (centres undefined)
12) CCN(Cc1ccncc1)C(=S)NCc1ccccc1
13) O=C1CCC(=O)N1OCCOc1ccccc1
14) COc1ccc(C(=O)C(c2ccccc2)N2CCOCC2)cc1 (centres undefined)
15) CCc1ccc(S(=O)(=O)NCc2csc(-c3cccnc3)n2)s1
16) N#Cc1sc2nc3c(c(-c4cccnc4)c2c1N)CCC3
screen / no.	9	10	11	12	13	14	15	16
SR-BI DiI inh	23.1	-1.8	-15.7	-43.0	.	-8.4	-45.5	22.4
MITF TRPM1 HTS	.	.	.	-3.7	-6.6	7.9	.	16.7
CAL PDZ FP-1	-2.9	0.2	-0.6	-0.8	-0.9	0.6	-1.4	-1.1
Tat transport	-5.4	0.2	-3.9	4.5	23.8	-6.0	-5.9	3.9
SR-BI DiI-HDL act	-23.1	1.8	15.7	43.0	.	8.4	45.5	-22.4
E coli growth	1.5	0.4	-0.6	-0.5	0.8	0.9	-0.4	-2.1
CAL PDZ FP-2	.	.	.	1.8	3.6	-2.1	.	-2.7
phage Ecoli inh	0.1	-1.0	4.8	2.8	0.5	2.6	3.8	0.4
Wnt act	36.2*	-1.4	-1.9	-1.5	-1.3	.	-1.3	.
AddAB inh	-0.5	-1.6	4.2	2.8	2.9	-3.1	1.9	1.7

Ordered by heavy-atom count (descending): part of the list above.
6) Cc1noc(C)c1COc1ccccc1C(=O)N1CCN(S(=O)(=O)c2ccccc2Br)CC1
3) COc1cccc(/C=N/NC(=O)c2nc(-c3ccccc3)cc(-c3ccccc3)n2)c1O
2) Cc1ccccc1CC1(CO)CCCN(Cc2ccc3c(c2)OCCO3)C1 (centres undefined)
10) CCCNC(=O)CS(=O)(=O)Cc1nc(-c2ccccc2C)oc1C
14) COc1ccc(C(=O)C(c2ccccc2)N2CCOCC2)cc1 (centres undefined)
16) N#Cc1sc2nc3c(c(-c4cccnc4)c2c1N)CCC3
12) CCN(Cc1ccncc1)C(=S)NCc1ccccc1
9) Cc1ccc(C(=O)Nc2nc3ccc(Cl)cc3s2)o1
13) O=C1CCC(=O)N1OCCOc1ccccc1
11) O=C(O)C1CC(=O)N(Cc2ccccc2)C1 (centres undefined)
screen / no.	6	3	2	10	14	16	12	9	13	11
SR-BI DiI inh	-14.2	106.0*	2.0	-1.8	-8.4	22.4	-43.0	23.1	.	-15.7
MITF TRPM1 HTS	.	-13.9	-11.3	.	7.9	16.7	-3.7	.	-6.6	.
CAL PDZ FP-1	0.0	-2.9	-0.8	0.2	0.6	-1.1	-0.8	-2.9	-0.9	-0.6
Tat transport	4.5	-10.5	0.9	0.2	-6.0	3.9	4.5	-5.4	23.8	-3.9
SR-BI DiI-HDL act	14.2	-106.0	-2.0	1.8	8.4	-22.4	43.0	-23.1	.	15.7
E coli growth	.	0.2	0.6	0.4	0.9	-2.1	-0.5	1.5	0.8	-0.6
CAL PDZ FP-2	-8.2	-7.9	-3.0	.	-2.1	-2.7	1.8	.	3.6	.
phage Ecoli inh	-0.8	2.6	0.7	-1.0	2.6	0.4	2.8	0.1	0.5	4.8
Wnt act	-8.7	-8.3	-0.3	-1.4	.	.	-1.5	36.2*	-1.3	-1.9
AddAB inh	.	5.3	5.5	-1.6	-3.1	1.7	2.8	-0.5	2.9	4.2

Further entries follow:
17) Cc1cccc(NC(=O)CCCN2C(=S)NC(C)(C)CC2C)c1C (centres undefined)
18) O=C(NC1CCCCC1)c1ccc(CNc2c(N3CCOCC3)c(=O)c2=O)cc1
19) Cc1c(C)c(C)c(C(=O)CCc2cccc(NC(=O)CCC(=O)O)c2)c(C)c1C
20) Cc1csc(NC(=O)CSc2nc3[nH]ncc3c(=O)[nH]2)n1
21) CS(=O)(=O)c1ccc(C(=O)N2CC(=O)Nc3ccccc32)cc1
22) CC1CCN(C(=O)Cn2c3ccccc3c3nc4n(c(=O)c32)CCCS4)CC1
23) COc1cc2c3c(c1OC)C1(C=CC(=O)C=C1)CC3N(C(=O)CCC(=O)O)CC2 (centres undefined)
24) Cc1ccc(C)c(NS(=O)(=O)c2cc(C(=O)N3CCCC3)ccc2Cl)c1
25) CC1CCC2(CC1)NC(=O)N(CC(=O)NCc1ccc(Cl)cc1)C2=O (centres undefined)
screen / no.	17	18	19	20	21	22	23	24	25
SR-BI DiI inh	-16.1	10.4	-25.3	-16.7	11.9	14.3	.	14.7	24.3
MITF TRPM1 HTS	9.2	-8.3	7.8	-7.7	-5.5	-8.3	-4.6	-10.2	-11.9
CAL PDZ FP-1	0.6	0.2	-1.3	0.0	-2.5	-0.8	-0.6	0.4	-0.4
Tat transport	-10.2	-4.2	2.1	4.2	5.4	-2.2	-2.5	2.5	2.4
SR-BI DiI-HDL act	16.1	-10.4	25.3	16.7	-11.9	-14.3	.	-14.7	-24.3
E coli growth	-0.1	-0.2	-0.2	3.4	0.4	0.0	0.2	1.1	1.5
CAL PDZ FP-2	-1.3	4.2	-1.4	.	-1.6	-1.4	1.9	-1.2	9.2
phage Ecoli inh	0.6	0.7	1.4	2.9	1.4	2.7	1.1	5.7	3.5
Wnt act	-1.2	-0.6	-0.5	-1.1	-1.5	-2.2	1.9	-8.5	-1.0
AddAB inh	4.0	3.4	-0.7	-0.8	1.7	-2.0	-0.6	3.1	0.1
